# Assay outcomes: PubChem BioAssay, Sanford-Burnham Center for Chemical Genomics
# hIAP activ – increases human intestinal alkaline phosphatase activity. purified human IAP, CDP-Star luminescence, 30 min; stronger effect = higher value; 1 = vehicle-only enzyme, 0 = enzyme-free background. activation factor at 10 µM. 330,000 compounds, 0.16% hits;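 active = activation factor of the enzyme at least 2-fold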; also: the source names both 10 and 20 µM as test concentration; values of inactives mirror those of a sister screen read the other way
# Target sequence (P09923 whole entry, looked up): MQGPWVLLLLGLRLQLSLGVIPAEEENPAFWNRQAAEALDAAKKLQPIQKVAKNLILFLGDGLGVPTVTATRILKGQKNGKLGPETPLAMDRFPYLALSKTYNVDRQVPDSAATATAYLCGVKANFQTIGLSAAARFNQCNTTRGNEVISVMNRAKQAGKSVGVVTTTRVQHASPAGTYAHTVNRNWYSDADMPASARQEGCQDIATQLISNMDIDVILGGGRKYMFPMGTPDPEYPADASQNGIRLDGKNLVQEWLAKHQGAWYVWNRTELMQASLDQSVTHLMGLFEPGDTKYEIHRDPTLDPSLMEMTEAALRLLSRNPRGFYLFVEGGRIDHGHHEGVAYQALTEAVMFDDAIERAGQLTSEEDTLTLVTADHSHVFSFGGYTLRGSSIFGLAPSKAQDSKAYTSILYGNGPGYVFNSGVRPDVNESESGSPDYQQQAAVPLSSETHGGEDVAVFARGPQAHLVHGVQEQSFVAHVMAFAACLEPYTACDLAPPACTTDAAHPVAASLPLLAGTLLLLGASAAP
# ATG4B inhibitor – ATG4B (human) cysteine protease inhibition; inhibition, % at 8.33 µM; ATG4B cleavage of LC3-PLA2, NBD-HPC fluorescence, 1 h; Q9Y4P1; 340,000 compounds, 0.51% hits; AID 504462; in the data active = inhibition above about 40%
# Target sequence (Q9Y4P1 whole entry, looked up): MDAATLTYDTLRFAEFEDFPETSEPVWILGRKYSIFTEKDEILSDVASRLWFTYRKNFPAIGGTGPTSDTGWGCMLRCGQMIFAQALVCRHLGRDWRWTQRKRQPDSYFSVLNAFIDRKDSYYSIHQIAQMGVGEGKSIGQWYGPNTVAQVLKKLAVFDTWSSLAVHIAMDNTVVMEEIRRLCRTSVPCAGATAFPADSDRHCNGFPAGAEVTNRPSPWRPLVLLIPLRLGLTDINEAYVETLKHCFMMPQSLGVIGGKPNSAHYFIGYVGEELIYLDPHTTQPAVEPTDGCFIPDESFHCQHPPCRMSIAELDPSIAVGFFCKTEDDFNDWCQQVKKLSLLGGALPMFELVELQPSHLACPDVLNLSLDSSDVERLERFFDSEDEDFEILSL
# NLRP3 yeast inh – inhibitors of NALP3 inflammasome in yeast | Yeast reconstituted NLRP3/ASC/caspase-1, beta-gal luminescence, 24 h | 330,000 compounds, 0.39% hits | inhibition, % at 10 µM;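 active = inhibition of 50% or more; inactive = inhibition below 50%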;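 also: plate controls were induced DMSO wells for no effect and uninduced yeast grown without galactose for full effect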
# tim10-1 inh – inhibits growth of tim10-1 mutant yeast; S. cerevisiae tim10-1 ts strain growth, BacTiter-Glo, 24 h; inhibition, % at 20 µM; 330,000 compounds, 2.2% hits; AID 463190;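 active = inhibition of at least 40%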;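 also: mutant grown at 25 °C; 0% = DMSO wells with yeast and 100% = wells holding no yeast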
# TIM10 inh – growth inhibitors of TIM10 yeast strain; AID 463195; S. cerevisiae TIM10 strain growth, BacTiter-Glo luminescence, 24 h; 330,000 compounds, 1.4% hits; inhibition, % at 10 µM;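 active = inhibition of 40% or more at the single tested concentration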;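 also: wild-type TIM10 isogenic control strain grown at permissive 25 °C; 0% = DMSO yeast wells and 100% = minimal medium wells without yeast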
# mIAP block – blocks mouse intestinal alkaline phosphatase; AID 2806; 330,000 compounds, 0.2% hits; inhibition, % at 10 µM; purified mouse IAP, CDP-Star luminescence, 30 min;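 active = inhibition of at least 40% at 10 µM in the primary screen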;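 also: plate controls were DMSO with enzyme for no effect and no enzyme wells for full effect; values of inactives mirror those of a sister screen read the other way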
# Apaf-1 inh – blocks human Apaf-1 apoptosome activity; reconstituted apoptosome caspase-3 activity, DEVD-Rh110 fluorescence; inhibition, % at 20 µM; 330,000 compounds, 0.71% hits; active = inhibition of at least 40% at 20 µM;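 also: plate controls were DMSO wells for no effect and DEVD-CHO caspase inhibitor wells for full effect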
#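 Medium: Hepes buffer, pH 7.5 / System: biochemical Apaf-1 apoptosome reconstitution / Measured by: Rh110 fluorescence, excitation 480 nm, emission 540 nm / Times: compound with Apaf-1, dATP, procaspase-3 30 min, then 50 min reaction, room temperature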
# hIAP block – human IAP inhibition; purified IAP, CDP-Star luminescence, 30 min; inhibition, % at 10 µM; 330,000 compounds, 0.12% hits; AID 2544;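 active = inhibition reaching a set limit with compound at 10 µM in the primary screen, cut at about 35% in these data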;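 also: plate controls were DMSO wells with enzyme for no effect and no-enzyme buffer wells for full effect; values of inactives mirror those of a sister screen read the other way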
# mIAP activ – mouse IAP activation; 330,000 compounds, 0.24% hits; muIAP, CDP-Star luminescence, 30 min; stronger effect = higher value; 1 = vehicle-only enzyme signal, 0 = enzyme-free wells; AID 2805; activation factor at 10 µM;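 active = activation factor of at least 2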; also: the source names both 10 and 20 µM as test concentration; values of inactives mirror those of a sister screen read the other way
#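 System: mouse IAP enzyme. Reagent: CDP-Star chemiluminescent phosphatase substrate. Benchmarks: DMSO wells, no-enzyme wells. Times: 30 min enzyme-substrate-compound incubation at room temperature. Detection: luminescence from enzymatic CDP-Star hydrolysis. Doses: test compounds delivered from DMSO solution.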
# * marks the source's active call; other numbers are inactive results; . = not tested or not shown.
SMILES,hIAP activ,ATG4B inhibitor,NLRP3 yeast inh,tim10-1 inh,TIM10 inh,mIAP block,Apaf-1 inh,hIAP block,mIAP activ
CCOc1ccc2nc(-c3ccccc3)[nH]c2c1,0.96,-2,25,-52,-26,-9,5,4,1.1
CC(=NC1CCCCC1)C1=C(O)c2ccccc2C1=O,1.4,9,24,41*,22,7,-3,-42,0.93
O=[N+]([O-])c1ccc(NS(=O)(=O)c2cccc3cccnc23)cc1,0.86,-3,31,14,6,5,1,14,0.95
Nc1c(Cl)c(Cl)nc(C(=O)N/N=C/c2ccco2)c1Cl,1,3,6,-12,1,0,-15,0,1
COc1ccc(Cl)cc1NC(=O)CN(C)C(=O)c1ccc2c(c1)CC(c1ccccc1)OC2=O (centres undefined),1.3,-4,17,7,12,-5,28,-27,1.1
CC1CC(=O)N(c2ccc(NCCc3ccc(O)cc3)c([N+](=O)[O-])c2)C1=O (centres undefined),1,2,13,26,-10,-1,-9,-4,1
O=C(NC1CCN(Cc2ccc(F)cc2)CC1)c1ccccc1,1.2,1,-6,6,-10,-12,7,-19,1.1
CCOCCCNC(=S)Nc1ccc2nc(N3CCOCC3)cc(C)c2c1,0.89,6,27,2,11,2,-1,11,0.98
Cc1cccc(C(=O)NCCc2nnc(SCC(=O)Nc3cccc(C(=O)O)c3)n2C)c1,0.81,8,19,2,3,0,-12,19,1
COc1ccccc1NC(=O)C1CCCN(S(=O)(=O)c2ccc3[nH]c(=O)ccc3c2)C1 (centres undefined),0.94,-8,5,-11,10,0,-2,6,1
O=C(COc1ccccc1)NCCc1cn2ccsc2n1,1.1,-12,8,-21,-5,-7,4,-8,1.1
COc1cc(NC(=O)COc2ccc(Br)cc2)ccc1NC(=O)C(C)C,1.2,5,10,12,0,1,9,-21,0.99
Cc1cc2c(cc1C)C(c1ccccc1Br)CC(=O)N2 (centres undefined),1,3,10,34,24,-2,9,-1,1
CCCc1nnc(SCC(=O)N2CCOCC2)n1CCCOC,1.1,-10,-13,7,5,0,-11,-7,1
Cc1cc(S(=O)(=O)N2CCN(c3ccccc3F)CC2)ccc1-n1cnnn1,0.98,-6,8,14,1,-6,11,2,1.1
CC(=O)Nc1c2c(nn1-c1ccccc1)CSC2,1.1,0,-1,18,6,5,1,-6,0.95
O=C(CCn1c(=O)c2ccccc2n(CC(=O)NC2CCCC2)c1=O)NCCc1ccc(Cl)cc1,1,-12,-9,1,-2,-16,6,-4,1.2
Fc1cccc(Cc2noc(CN3CCSCC3)n2)c1,1,9,-7,5,15,13,1,-4,0.87
Clc1cccc(C[n+]2cc(-c3ccccc3)n3c2CCC3)c1,1.1,4,-5,-3,13,0,-3,-5,1
C=CCNC(=O)C1CCN(c2cnccn2)CC1,1.1,2,13,-3,2,-2,-11,-5,1
COc1ccc(C)cc1NC(=O)CN1CCCN(S(=O)(=O)c2ccc(Br)cc2)CC1,0.95,-5,6,-110,-29,2,28,5,0.98
CN(C)S(=O)(=O)c1cccc(NC(=O)CNC2CCCCC2)c1,1.1,-7,11,-4,-3,-3,-5,-6,1
COC(=O)[C@@H]1CC[C@H](C)[C@@H](c2ccc(C)cc2)N1C(=O)c1ccc(/C=N/O[C@H](C)c2cn([C@@H]3COC[C@H]3O)nn2)cc1,0.86,.,-1,11,0,2,12,14,0.98
Cc1ccc(NC(=O)Cn2cncc2-c2ccc([N+](=O)[O-])cc2)cc1C,0.95,-3,10,7,-18,3,14,5,0.97
COC(=O)c1sccc1NC(=O)c1ccncc1,0.87,13,5,17,-11,-4,0,13,1
CN(/N=C/c1ccc(N(C)C)cc1)C1=NS(=O)(=O)c2ccccc21,1.1,-5,7,-7,-18,2,24,-9,0.98
Cc1ccc(C(=O)CSc2nnc3c4ccccc4nc(Cc4ccccc4)n23)cc1,1,2,11,20,4,-6,13,-1,1.1
Cc1nnc(N/N=C/c2ccc([N+](=O)[O-])cc2)n1N,0.9,7,6,8,7,-2,-32,10,1
N#Cc1ccc(CSc2ccccn2)c(Cl)c1,1,2,12,14,3,-5,3,-1,1
COCc1nnc(NC(=O)CCC2CCCCC2)s1,0.87,-6,10,20,20,5,-15,13,0.95
Cc1c(C)c2ccc(O)c(CN3CCN(C)CC3)c2oc1=O,0.98,-7,0,-21,-11,5,0,2,0.95
COc1cccc(C(=O)Nc2cc([N+](=O)[O-])ccc2N2CCN(C)CC2)c1,1,6,16,1,16,8,3,-1,0.92
CC(=O)c1sc(-c2ccc(F)cc2)cc1NS(=O)(=O)c1ccc(C)cc1,0.93,-7,24,-17,-6,5,4,7,0.95
S=C(Nc1cccnc1)N1CCCCC1,1.1,-4,-1,2,-20,-8,-6,-11,1.1
O=C(Nc1nnc(-c2ccccc2)o1)C1CCCCC1,0.9,-6,3,5,-16,-14,14,10,1.1
COc1ccc(C(=O)CSc2nnc(-c3cc(C)on3)o2)cc1,0.94,-4,24,9,-10,20,-10,6,0.8
CCCN(CCC)CCNC(=O)C1c2ccccc2C(=O)N2CCc3ccccc3C12 (centres undefined),1.2,-2,-11,-16,-13,-18,-5,-24,1.2
O=C(O)CCn1c(=O)sc2ccccc21,0.94,0,-2,4,-7,-9,8,6,1.1
COc1ccc(C(=O)COC(=O)Cc2c[nH]c3ccccc23)c(OC)c1,0.86,-6,35,16,18,4,12,14,0.96
COC(=O)c1c(-c2ccc(OC)cc2)sc2ccc(-c3ccc4c(c3)OCO4)cc12,1.1,2,29,4,-4,0,2,-7,0.99
Fc1ccccc1Cn1nnc(-c2ccc3c(c2)OCO3)n1,1,6,29,31,19,2,16,-3,0.98
CCOC(=O)C1=C(C)N=c2s/c(=C\c3cccc(OCC(=O)O)c3)c(=O)n2C1c1ccccc1OC (centres undefined),0.89,8,21,15,17,6,14,11,0.94
COc1ccc2c(c1OC)CN1CCc3cc4c(cc3[C@@H]1[C@@H]2O)OCO4,0.91,-4,25,-1,-2,-10,-1,9,1.1
O=C1OC(/C=C/c2ccccc2)=NC/1=C/c1ccco1,0.81,6,-5,45*,1,3,4,19,0.97
Cc1ccccc1NC(=S)N/N=C1\CC(C)(C)Oc2ccc(O)cc21,0.95,-7,12,13,23,19,-9,5,0.81
O=S(=O)(NCc1ccco1)c1ccc(Cl)cc1Cl,0.83,0,-10,0,11,-1,1,17,1
COC(=O)CCn1nnc(-c2ccc(C(C)C)cc2)n1,1,-2,18,12,-3,-10,4,-3,1.1
CCC(c1nnnn1Cc1ccccc1)N1CCN(C(=O)c2ccco2)CC1 (centres undefined),1,2,1,9,-6,-4,4,-2,1
c1ccc(Nc2nc(-c3cccnc3)cs2)nc1,1,6,21,10,12,9,5,-1,0.91
CCN(C(=O)CN1C(=O)NC2(CCc3ccccc32)C1=O)C1CCS(=O)(=O)C1 (centres undefined),1,-5,13,3,10,-2,-4,0,1

# Further compounds.
SMILES,hIAP activ,ATG4B inhibitor,NLRP3 yeast inh,tim10-1 inh,TIM10 inh,mIAP block,Apaf-1 inh,hIAP block,mIAP activ
C=CCN(CC=C)S(=O)(=O)c1ccc(C(=O)Nc2nnc(CSC)o2)cc1,0.85,-9,4,12,6,11,-2,14,0.89
CSCCC(C(=O)OCC(=O)c1ccc(C)c(C)c1)N1C(=O)c2ccccc2C1=O (centres undefined),1.1,15,-2,23,24,2,-4,-10,0.98
CCn1c(=S)ccc2ccc(OC)cc21,0.92,-14,7,-2,-6,-8,-6,8,1.1
Cc1noc(C)c1COc1ccc(C(=O)OCC(=O)NCc2ccccc2Cl)cc1,1,45*,-3,28,19,-2,10,-5,1
COc1cc(/C=C/C(=O)OCC(=O)N2CCCc3ccccc32)ccc1OC(F)F,0.93,-3,18,18,4,6,13,7,0.94
CC(C)CC1NC(=O)N(CC(=O)N2CCN(S(=O)(=O)c3ccccc3)CC2)C1=O (centres undefined),0.9,-19,3,7,-6,-4,7,10,1
Cc1cc(F)ccc1S(=O)(=O)N1CCCOC1CNC(=O)C(=O)NC1CCCCC1 (centres undefined),1.1,-4,4,-11,0,2,3,-10,0.98
CCOC(=O)c1c(C)[nH]c(C(=O)NCc2ccco2)c1C,1.1,.,4,29,11,-6,0,-13,1.1
Cc1cc(C)n(C(=O)CNc2ccc(C)c(C)c2)n1,0.89,-3,33,22,10,-4,-3,11,1
CC(C)CN(C(=O)CSc1nncs1)c1c(N)n(CC(C)C)c(=O)[nH]c1=O,0.92,-10,6,-2,-18,-2,-4,8,1

# Compound profiles, as listed above:
# CSCCC(C(=O)OCC(=O)c1ccc(C)c(C)c1)N1C(=O)c2ccccc2C1=O (centres undefined) reads hIAP activ: 1.1; ATG4B inhibitor: 15; NLRP3 yeast inh: -2; tim10-1 inh: 23; TIM10 inh: 24; mIAP block: 2; Apaf-1 inh: -4; hIAP block: -10; mIAP activ: 0.98
# Cc1cc(C)n(C(=O)CNc2ccc(C)c(C)c2)n1 reads hIAP activ: 0.89; ATG4B inhibitor: -3; NLRP3 yeast inh: 33; tim10-1 inh: 22; TIM10 inh: 10; mIAP block: -4; Apaf-1 inh: -3; hIAP block: 11; mIAP activ: 1
# CC(C)CC1NC(=O)N(CC(=O)N2CCN(S(=O)(=O)c3ccccc3)CC2)C1=O (centres undefined) reads hIAP activ: 0.9; ATG4B inhibitor: -19; NLRP3 yeast inh: 3; tim10-1 inh: 7; TIM10 inh: -6; mIAP block: -4; Apaf-1 inh: 7; hIAP block: 10; mIAP activ: 1

# Further structures
SMILES,hIAP activ,ATG4B inhibitor,NLRP3 yeast inh,tim10-1 inh,TIM10 inh,mIAP block,Apaf-1 inh,hIAP block,mIAP activ
Cc1ccc(S(=O)(=O)N(C)CC(=O)Nc2ccncc2)cc1,1.1,-4,7,10,-7,16,-3,-6,0.84
CN(C)S(=O)(=O)c1ccc(Oc2ccc(S(=O)(=O)N(C)C)cc2)cc1,1.1,-4,-31,26,11,-7,5,-6,1.1
COC(=O)c1cc2occc2n1CC(=O)Nc1cc(OC)cc(OC)c1,0.94,1,17,-7,0,0,-14,6,0.99
CN(Cc1cccs1)C(=O)c1cc(S(=O)(=O)N2CCOCC2)ccc1N1CCCC1,0.97,-4,2,4,10,-9,3,3,1.1
COc1ccc(Cl)cc1NC(=O)CSc1nc(Nc2ccccc2)nc(N2CCOCC2)n1,1.3,-1,9,1,-10,2,11,-34,0.98
Cc1ccc(C(=O)Nc2ccc(N3CCN(C(=O)c4ccco4)CC3)cc2)cc1,1,-9,11,21,5,-3,-2,-1,1
CC(NC(=O)CSc1nnc2n1CCCCC2)c1ccccc1Cl (centres undefined),0.93,-8,15,10,2,2,-7,7,0.98
Cc1cn2c(nc(=O)c3cccnc32)s1,1.1,0,-5,-11,-5,1,3,-9,0.99
COc1ccc(OC)c(C(=O)NC(CC(N)=O)c2ccc(N3CCC(Cc4ccccc4)CC3)c([N+](=O)[O-])c2)c1 (centres undefined),0.91,-2,0,-4,0,-3,15,9,1
O=C1CN(c2ccccc2)C(=S)N1c1ccccc1,1.1,2,13,18,4,-4,-3,-11,1
CCOc1ccccc1NC(=O)Cc1coc2cc(C)ccc12,1,4,27,15,10,1,16,-2,0.99
CC(=C/c1ccc(C(C)C)cc1)/C=N/NC(=O)Cn1nnnc1N,0.97,0,12,7,-2,-3,21,3,1
CN(C)Cc1nc2ccccc2c(=O)n1Cc1nc(-c2cccc([N+](=O)[O-])c2)cs1,0.82,-3,12,31,22,13,2,18,0.87
CC(C)(C)Nc1nc(Cl)nc(N(C#N)CN2C(=O)c3ccccc3S2(=O)=O)n1,1.1,0,20,21,11,-4,-2,-9,1
COc1ccc(CN2CCN(Cc3c[nH]c4ccccc34)CC2CCO)cc1C (centres undefined),0.9,-5,11,25,20,11,6,10,0.89
